Screens from PubChem BioAssay.
FXN GAA850 act: activators of GAA850 frataxin (FXN) promoter; HEK293 lucGAA850 FXN promoter luciferase reporter, 24 h; percent of 10 µM SAHA response; activation, % at 6 µM; hit rate 0.56% among 360,000;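 active = activation above the average of all compounds screened plus 3 SD, cutoff fixed separately per campaign, cut at about 7.5% in these data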;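 also: 0% = DMSO wells and 100% = 10 µM SAHA wells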
sPLA2-III inh: Inhibits HGIII-sPLA2 liposome hydrolysis, primary screen; Q9NZ20; QFRET BODIPY PC-A2 liposome hydrolysis, fluorescence; inhibition, % at 12.2 µM; hit rate 0.56% among 370,000; AID 743126;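 active = inhibition above mean plus 3 SD of compounds lying within the high and low control bounds, cut at about 19% in these data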;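 also: 0% = median of test compound wells and 100% = no enzyme DMSO wells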
Target sequence (Q9NZ20 whole entry, looked up): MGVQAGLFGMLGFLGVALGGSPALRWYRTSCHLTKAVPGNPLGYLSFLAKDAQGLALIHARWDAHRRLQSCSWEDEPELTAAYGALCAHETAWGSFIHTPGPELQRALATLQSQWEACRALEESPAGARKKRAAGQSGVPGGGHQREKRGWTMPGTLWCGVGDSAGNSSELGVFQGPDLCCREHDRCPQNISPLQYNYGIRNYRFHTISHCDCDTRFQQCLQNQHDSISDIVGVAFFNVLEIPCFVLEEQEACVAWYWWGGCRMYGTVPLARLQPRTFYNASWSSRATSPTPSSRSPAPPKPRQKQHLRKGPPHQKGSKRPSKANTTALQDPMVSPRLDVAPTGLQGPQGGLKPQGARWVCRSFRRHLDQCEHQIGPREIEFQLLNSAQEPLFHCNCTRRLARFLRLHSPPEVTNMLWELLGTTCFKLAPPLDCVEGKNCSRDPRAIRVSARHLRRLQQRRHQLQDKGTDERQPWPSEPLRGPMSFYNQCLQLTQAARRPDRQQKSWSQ
NPR2 activator: GC-B (human) receptor activation; P20594; HEK293-GC-B cells, CNP EC30, cGMP TR-FRET; 0% at EC30 CNP, 100% saturating CNP; activation, % at 10 µM; hit rate 0.11% among 370,000; AID 1920062;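 active = activation at 10 µM reaching about 35% in either raw or pattern-adjusted values, limit read from the data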
DAX1 inh-1: DAX1 (NR0B1) inhibition, primary screen; HEK293T StAR-luciferase reporter, SF-1/DAX-1 repression relief; AID 652010; inhibition, % at 6.8 µM; hit rate 1.1% among 370,000;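 active = inhibition above the mean over all tested compounds plus 3 SD, cut at about 3.6% in these data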;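 also: 0% = DAX-1 cells with DMSO and 100% = cells lacking DAX-1 with DMSO; higher inhibition means more luminescence from relief of DAX-1 repression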
hgDAF-12 ag: agonists of H. glycines DAF-12 nuclear receptor; hit rate 1.8% among 370,000; AID 687014; HEK293 GAL4-hgDAF12 UAS-luciferase reporter, agonist luminescence; normalized to butyrate control; activation, % at 6.8 µM;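 active = activation above a cutoff set at the mean of all screened compounds plus 3 SD, cut at about 10% in these data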;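 also: 0% = DMSO wells and 100% = sodium butyrate wells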
GC-A act: GC-A (human) enzyme activation. AID 1671463. hit rate 0.14% among 370,000. activation, % at 10 µM. HEK293 GC-A cells, cGMP TR-FRET, EC30 ANP; 0% at EC30 ANP, 100% saturating ANP; in the data active = activation above about 40%
ssDAF12 agonist: S. stercoralis DAF-12 activation, primary screen | HEK293 ssDAF-12/GRIP1 lit1-tk-luc reporter, luminescence; % of 3 µM dafachronic acid response | activation, % at 6.8 µM | hit rate 1% among 370,000 | AID 652126;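 active = activation above the mean over all tested compounds plus 3 SD, cut at about 0.9% in these data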;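 also: 0% = DMSO-only wells and 100% = 3 µM delta7-dafachronic acid wells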
proKLK7 act: activators of human kallikrein-7 zymogen; purified proKLK7, EDANS-DABCYL substrate fluorescence; 100% is mature enzyme control, 0% vehicle; AID 652039; P49862; hit rate 0.9% among 370,000; activation, % at 7 µM;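 active = activation above the mean of all tested compounds plus 3 SD, computed per campaign excluding outliers beyond control limits, cut at about 13% in these data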
Target sequence (P49862 whole entry, looked up): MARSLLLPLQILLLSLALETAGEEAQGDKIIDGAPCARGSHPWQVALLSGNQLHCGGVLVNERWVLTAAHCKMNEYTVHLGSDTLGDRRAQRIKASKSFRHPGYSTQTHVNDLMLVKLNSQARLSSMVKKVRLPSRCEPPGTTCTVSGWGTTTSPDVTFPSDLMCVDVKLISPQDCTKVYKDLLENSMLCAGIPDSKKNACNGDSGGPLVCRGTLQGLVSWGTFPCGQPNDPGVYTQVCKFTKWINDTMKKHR
hcDAF12 agonist: H. contortus DAF-12 activation, primary screen; HEK293 hcDAF-12 lit1-tk-luc reporter, luminescence; 0% DMSO, 100% Δ7-dafachronic acid; activation, % at 6.8 µM; hit rate 1.4% among 370,000;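 active = activation above the mean of all tested compounds plus 3 SD, cut at about 5.5% in these data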;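 also: 100% = response to 3 µM Δ7-dafachronic acid high control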
SMARCA2 act: activators of SMARCA2 function; activation, % at 9.1 µM; MG213 cells, MMTV-luciferase reporter, dexamethasone, overnight; hit rate 1% among 370,000; in the data active = activation above about 7.8%;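 also: 0% = vehicle wells and 100% = reference activator wells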
DAX1 inh-2: NR0B1 (DAX1) inhibition | inhibition, % at 6.75 µM | AID 504766 | hit rate 0.99% among 340,000 | HEK293 Gal4-DAX1 luciferase reporter, luminescence;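 active = inhibition above the mean over all tested compounds plus 3 SD, cut at about 4.2% in these data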;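 also: 0% = DAX1-transfected cells with DMSO and 100% = empty-vector control cells with DMSO; inhibition shows as a rise in luminescence from relieved DAX1 repression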
Target sequence (P51843 207-470 limits assumed): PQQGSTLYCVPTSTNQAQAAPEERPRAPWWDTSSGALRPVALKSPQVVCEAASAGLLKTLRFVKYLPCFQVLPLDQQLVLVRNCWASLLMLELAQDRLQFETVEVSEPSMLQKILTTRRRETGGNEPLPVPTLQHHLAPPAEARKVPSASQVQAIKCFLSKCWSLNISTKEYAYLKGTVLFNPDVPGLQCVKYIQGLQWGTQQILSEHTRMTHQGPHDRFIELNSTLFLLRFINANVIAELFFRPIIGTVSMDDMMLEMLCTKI
Active calls of the source: *; . = no result given.

SMILES	FXN GAA850 act	sPLA2-III inh	NPR2 activator	DAX1 inh-1	hgDAF-12 ag	GC-A act	ssDAF12 agonist	proKLK7 act	hcDAF12 agonist	SMARCA2 act	DAX1 inh-2
Cc1cccc2cc(COC(=O)C3CCCCC3)c(=O)[nH]c12	-2.0	4	-14	-0.3	-0.1	-2	-1.2	0.0	-0.3	3	0.6
CCOC(=O)[C@]12CCCC=C1N(CCC1=CCCCC1)C(=O)[C@H](CC(=O)N1CCC(c3ccccc3)CC1)C2	.	-7	0	0.8	1.9	1	-1.6	0.7	-0.9	8	.
C=CCNc1nc(NCCOC)c2sc(-c3ccccc3)cc2n1	-0.5	-10	3	-4.5	-1.1	11	-1.6	-1.1	-2.5	-3	.
O=[N+]([O-])c1cccc(C2(O)COc3ccccc3O2)c1 (stereo unspecified)	-0.6	-23	5	-0.2	-1.8	4	-1.6	0.2	2.8	3	0.0
CCOC(=O)c1ccc(NC(=S)NC(=O)C2CCCC2)cc1	1.6	-2	5	-0.3	1.8	-1	-1.4	0.3	-2.1	0	-0.5
Cc1ccc(-n2ncc(-c3nn[nH]n3)c2N)cc1	2.4	2	1	-0.7	-0.7	3	-1.2	-0.1	0.5	0	0.7
Cc1cccc(Cn2c(CN3CCN(Cc4ccccc4)CC3)nc3c2c(=O)[nH]c(=O)n3C)c1	-2.2	-3	3	0.8	-0.9	-2	-1.1	-0.3	-3.0	-4	-0.4
COc1cc(NC(=O)C2CCCCC2)c(OC)cc1NC(=O)c1ccco1	0.7	1	-1	-0.8	0.8	1	-1.0	0.3	-2.2	-2	0.1
CCOc1ccccc1OCCNC1CCCC1	1.5	8	2	-0.5	0.4	4	-0.6	-0.1	4.2	-2	-0.5
COc1cccc(C2(O)CCN(C(=O)c3cccs3)CC2)c1	0.7	5	3	-0.6	-2.7	1	-0.2	-0.1	-0.7	1	-0.6
Cc1ccc(C(O)P(=O)(OC2CCCCC2)OC2CCCCC2)cc1 (stereo unspecified)	1.2	0	-2	0.1	1.3	-4	-1.5	-0.5	-0.8	-3	0.5
C[C@@H]1CN([C@H](C)CO)C(=O)CCCn2nncc2CO[C@H]1CN(C)S(C)(=O)=O	0.7	15	-1	0.8	-1.9	0	-0.9	-1.0	0.7	2	1.1
CCOc1ccc(/C=N\NC(=O)CC(=O)NCCc2ccccc2)cc1	0.2	-14	0	-0.3	2.0	-1	-0.2	-0.2	-0.2	1	0.0
c1ccc(-c2nnc(OCCN3CCOCC3)c3ccccc23)cc1	1.6	-2	0	0.0	1.1	7	-1.4	0.4	-1.9	-4	2.6
CSCCC(NC(=O)c1ccccc1)C(=O)OCC(=O)NCc1ccco1 (stereo unspecified)	0.1	2	0	-0.4	-1.0	-1	-0.7	0.0	-1.0	5	1.2
Cc1nnc(SCc2cc([N+](=O)[O-])cc3c2OCOC3)n(N)c1=O	1.5	4	6	0.3	0.5	-2	-1.5	-0.5	-0.2	-4	-0.9
O=C(Nn1cnnc1)c1cc2c(s1)CCCCC2	2.7	-8	3	-0.4	5.0	-3	-1.5	0.3	-1.0	2	1.9
COc1ccc(OCC(=O)Nc2ccc(N3CCOCC3)cc2)c([N+](=O)[O-])c1	0.1	6	-3	-2.1	1.2	-5	-1.4	0.2	1.2	1	1.9
COc1ccc(-c2noc3c2-c2nc(-c4ccccc4F)sc2CC3)cc1	-0.8	4	2	0.7	-1.2	0	-0.5	0.0	-0.9	0	1.1
Cc1ccc2nc(SCC(=O)N3CC(C)OC(C)C3)nc(=O)n2c1 (stereo unspecified)	1.7	2	4	1.5	1.7	1	-0.7	0.2	-1.2	0	1.2
Oc1ccc(-c2nnc(Nc3cccc(O)c3)c3ccccc23)cc1	1.1	-42	-20	-0.5	2.8	-2	-1.3	0.6	-0.6	3	-0.5
S=C1NCCNC(=S)NCCOCCOCCOCCN1	-0.6	12	8	0.4	0.7	-4	-1.1	0.2	-0.9	-3	1.0
O=C(NNC(=O)C1CCCO1)c1ccc(Br)cc1 (stereo unspecified)	0.9	5	3	0.1	2.0	2	-0.7	-0.1	-1.6	-2	-1.0
O=C(COC(=O)CNC(=O)C1CCCCC1)Nc1ccc2c(c1)OCCO2	-0.8	2	6	0.2	-0.7	4	-0.1	-0.1	-0.1	-3	0.6
Cc1c(C(=O)N(Cc2ccc(N(C)C)cc2)C2CCS(=O)(=O)C2)oc2ccccc12 (stereo unspecified)	1.4	-1	-3	-0.5	0.3	-5	-1.1	0.1	0.2	0	3.2
CCN(CC)S(=O)(=O)c1ccc(-c2nnc(SCC(=O)Nc3ccc(OC)c(OC)c3)o2)cc1	0.4	1	0	0.1	0.8	-5	-1.5	-0.1	-2.1	1	2.4
O=C(CN1C(=O)/C(=C/c2cccc(Br)c2)SC1=S)Nc1cccnc1	2.6	-7	-8	0.2	2.0	-12	0.3	-0.1	-0.5	-1	0.0
CC(=O)c1c(O)cc(O)cc1O	1.9	2	-1	0.9	-0.7	-1	-1.4	0.1	-1.3	1	1.9
COC(=O)c1ccc(C(=O)OC)c(NC(=O)COC(=O)C23CC4CC(CC(O)(C4)C2)C3)c1	-0.2	-2	2	-0.4	-2.5	7	-0.9	1.9	0.2	-3	-0.5
COc1ccccc1NCCC(=O)OCC(=O)Nc1ccccc1F	-1.9	3	2	0.0	-0.2	-2	-1.8	-0.8	-0.2	0	0.3
CC(NC(=O)c1ccc(N)cc1)c1ccccc1 (stereo unspecified)	1.4	16	1	-1.0	1.3	3	-0.8	-0.2	-0.6	-3	-0.3
O=C(N/N=C/c1c(Cl)cccc1Cl)c1ccccc1F	4.4	-6	0	0.4	3.0	2	-0.9	-0.8	1.2	3	-0.9
CC(C)(C)c1ccc(C(=O)Nc2ccc(C=C(C#N)C#N)cc2)cc1	5.1	10	3	0.8	4.1	-3	-1.1	0.1	3.5	0	-1.7
COc1cccc(CN(C)C(=O)CN2C(=O)NC(c3ccccc3)(c3ccccc3)C2=O)c1	-0.8	-14	4	-0.7	-3.5	-3	-1.0	0.2	-0.7	2	-0.5
CCc1ccc(NC(=O)CNC(=O)[C@@H]2Cc3ccccc3CN2C(=O)OC(C)(C)C)cc1	-0.3	-14	4	-0.3	3.0	-1	-0.7	0.1	-0.6	-2	0.4
CCOC(=O)C1=CCN(S(=O)(=O)c2ccc(C)cc2)C1c1ccc(Br)cc1 (stereo unspecified)	.	2	-12	-1.0	-1.2	-8	-1.0	-0.3	-1.8	-3	.
COc1ccc(N(CC(=O)Nc2cc(Cl)ccc2C)S(=O)(=O)c2c(C)n[nH]c2C)cc1	-5.2	3	-3	1.2	-1.2	1	-1.2	-1.1	3.5	-1	-1.0
O=Cc1c(NCCc2ccc(F)cc2)c2ccccc2[nH]c1=O	-2.6	-8	-3	-0.1	-2.0	2	-1.0	-0.2	-2.5	-2	0.4
Cc1ccc(/C=N\NC(=O)c2csnn2)cc1	2.6	5	-2	2.1	8.7	-3	-0.4	-0.8	1.8	5	2.1
NC(=O)CC(NC(=O)c1ccccc1)c1ccc(NCc2ccccn2)c([N+](=O)[O-])c1 (stereo unspecified)	-1.2	0	6	0.5	1.2	1	-1.4	0.8	-0.1	2	0.4
O=C(Nc1cccc(S(=O)(=O)N2CCOCC2)c1)c1ccc(Cl)nc1	-1.7	-6	6	-1.1	-2.6	-1	-1.4	0.3	-0.6	0	-1.5
CC(=O)OC(C[N+]1(C)CCCCCC1)c1ccccc1 (stereo unspecified)	-0.6	-2	-2	-0.4	-1.9	1	-0.9	0.1	-1.0	-1	0.1
COc1cccc2sc3ccc(C#CC4(O)CCCCC4)cc3c(=O)c12	2.8	-40	4	1.6	7.5	1	-0.2	-12	3.0	6	0.3
COc1ccc(NS(=O)(=O)c2cccc(C(=O)N/N=C/c3ccccn3)c2)cc1	-0.4	-10	-2	0.4	-0.6	-2	-1.6	0.2	-1.5	-1	0.0
Cc1nn2c(nc1=O)SCC(c1ccccc1)=N2	2.3	5	-3	0.6	5.9	-7	-0.9	-0.1	-1.0	0	0.3
CCOC(=O)c1[nH]nc(-c2c(O)cc(C)cc2O)c1-c1csc(C)n1	0.6	-3	-1	-0.3	0.3	7	-0.5	-0.1	-0.7	-1	1.9
O=C(COC(=O)C1CC1)NCCc1ccccc1	-0.8	2	1	0.5	2.4	-3	-0.6	0.0	1.2	-1	0.7
COc1ccccc1C(=O)NNC(=O)c1ccc(F)cc1	2.5	1	3	1.6	10	-3	-0.1	-0.1	9.3*	1	1.3
CCC(C(=O)Nc1cc(C)on1)c1ccccc1 (stereo unspecified)	-1.9	-2	8	0.0	1.6	-3	0.1	-0.2	0.5	-4	-0.8
COc1ccc(OC)c(-c2cc(C(=O)Nc3c(C)n(C)n(-c4ccccc4)c3=O)no2)c1	3.2	6	3	-0.6	-1.9	1	-1.9	0.1	-0.6	-5	0.8
CC1=C(/C=C/C(=O)O)C(C)(C)CCC1	0.3	-1	1	0.0	2.2	6	-0.9	0.2	-0.5	-2	2.1
CC1CCN(S(=O)(=O)c2ccccc2[N+](=O)[O-])CC1	-0.9	-2	4	0.2	-0.8	-3	-1.7	0.6	-0.8	-3	-1.7
CCOc1ccc(S(=O)(=O)N2CCN(Cc3ccc4c(c3)OCO4)CC2)cc1OCC	-0.2	-6	-6	0.0	-0.8	3	-0.2	0.4	0.2	2	-0.7
CC1(C)C(=O)OC(c2ccco2)C(C)(C)C1=O (stereo unspecified)	1.6	2	-2	-0.3	-2.6	0	-0.8	-0.5	-0.6	2	-0.5
O=C(O)/C=C/C(=O)NNC(=O)c1cc(-c2ccccc2)n[nH]1	3.4	-5	-2	0.6	-4.4	-5	-1.6	0.3	-0.4	-1	-0.2
Cn1c(=O)c2c(ncn2CC(=O)N/N=C/C(Br)=C/c2ccccc2)n(C)c1=O	2.5	-2	7	-0.3	0.7	5	-0.9	0.4	-0.6	2	0.6
CCOc1ccc(-n2c(=O)c3sccc3n(CC(=O)NCC3CCCO3)c2=O)cc1 (stereo unspecified)	-0.8	0	-1	0.2	-2.3	2	-1.6	-0.4	1.5	-2	0.1
CCN(Cc1cc(=O)[nH]c2ccccc12)C(=O)c1ccc(C)cc1	1.7	0	2	1.1	0.8	-3	1.8*	0.0	2.0	5	1.4

Three structures out of the list, arranged by number of heavy atoms, descending.
SMILES	FXN GAA850 act	sPLA2-III inh	NPR2 activator	DAX1 inh-1	hgDAF-12 ag	GC-A act	ssDAF12 agonist	proKLK7 act	hcDAF12 agonist	SMARCA2 act	DAX1 inh-2
CCOC(=O)C1=CCN(S(=O)(=O)c2ccc(C)cc2)C1c1ccc(Br)cc1 (stereo unspecified)	.	2	-12	-1.0	-1.2	-8	-1.0	-0.3	-1.8	-3	.
COc1ccccc1C(=O)NNC(=O)c1ccc(F)cc1	2.5	1	3	1.6	10	-3	-0.1	-0.1	9.3*	1	1.3
Cc1ccc(/C=N\NC(=O)c2csnn2)cc1	2.6	5	-2	2.1	8.7	-3	-0.4	-0.8	1.8	5	2.1

Outcome played no part in choosing rows; about 6.7% have a hit in one of these screens.
